Source: PubChem BioAssay
VHR inh abs – blocks human VHR1 dual specificity phosphatase. P51452. recombinant VHR phosphatase, pNPP absorbance. inhibition, % at 13.3 µM. 290,000 compounds, 0.52% hits. AID 1654; in the data active = inhibition above about 50%; also: some compounds called inactive have numbers as strong as hits
Target sequence (P51452 whole entry, looked up): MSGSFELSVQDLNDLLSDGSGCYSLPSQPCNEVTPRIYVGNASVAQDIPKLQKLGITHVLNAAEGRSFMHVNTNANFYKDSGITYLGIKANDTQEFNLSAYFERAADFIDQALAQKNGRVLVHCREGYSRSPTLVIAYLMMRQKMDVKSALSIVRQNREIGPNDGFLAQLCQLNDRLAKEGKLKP
SSB-PriA inh – K. pneumoniae PriA-SSBct interaction inhibition; inhibition, % at 33 µM; AID 1272365; 430,000 compounds, 0.6% hits; AlphaScreen SSBct-PriA binding, biotinylated peptide; in the data active = inhibition mostly above about 37%, no sharp cut-off; inactive = mostly below about 20%;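 also: plate controls were negative control peptide for no effect and reference peptide for full effect; strong numbers were not always called active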
Rv3671c inh – inhibits the M. tuberculosis serine protease Rv3671c; AID 2606; P9WHR9; 320,000 compounds, 0.048% hits; inhibition, % at 5.96 µM; in the data active = inhibition above about 38%;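 also: extracellular domain of Rv3671c used as enzyme; 0% = enzyme with DMSO and 100% = no enzyme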
Target sequence (P9WHR9 whole entry, looked up, the tested form may be a part): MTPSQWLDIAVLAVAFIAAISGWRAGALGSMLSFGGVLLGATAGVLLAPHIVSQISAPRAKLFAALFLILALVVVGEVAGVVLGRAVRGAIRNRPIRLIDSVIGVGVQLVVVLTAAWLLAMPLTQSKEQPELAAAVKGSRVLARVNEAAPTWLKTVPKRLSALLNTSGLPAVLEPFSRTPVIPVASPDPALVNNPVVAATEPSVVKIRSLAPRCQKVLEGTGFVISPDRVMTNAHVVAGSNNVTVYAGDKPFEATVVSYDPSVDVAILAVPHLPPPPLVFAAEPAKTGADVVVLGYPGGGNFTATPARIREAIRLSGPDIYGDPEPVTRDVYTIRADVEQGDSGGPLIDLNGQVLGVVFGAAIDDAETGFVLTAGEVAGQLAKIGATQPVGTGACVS
Y pestis TopoI – inhibitors of Yersinia pestis topoisomerase I. Y. pestis Topo-I cleavage product accumulation, plate reader. activity, % at 10 µM. 360,000 compounds, 0.064% hits. AID 504884; in the data active = activity above about 50%, passing the limit was not always enough; also: inactives centre near 2
TcdB inh – TcdB glycohydrolase inhibition. P18177. TcdB glycohydrolase enzymatic assay, plate reader. inhibition, % at 9.99 µM. 350,000 compounds, 0.24% hits. AID 652162; in the data active = inhibition above about 10%
CCHFV vOTU inh – blocks the CCHF virus ovarian tumor domain protease | CCHFV vOTU protease, Pep-AMC fluorescence | inhibition, % at 11.5 µM | 370,000 compounds, 0.55% hits | AID 651958; in the data active = inhibition above about 30%; also: 0% = vehicle wells with enzyme and 100% = no enzyme wells
PrPC surface inh – reduces human prion protein on the cell surface; inhibition, % at 13.8 µM; cell surface PrPC, TR-FRET read-out; AID 720596; P04156; 370,000 compounds, 0.43% hits; in the data active = inhibition above about 24%; also: 0% = median of the test wells and 100% = reference compound wells
SARS 3CLpro inh – SARS-CoV 3CLpro protease inhibition | 290,000 compounds, 0.14% hits | AID 1706 | recombinant SARS-CoV 3CLpro, quenched FRET peptide cleavage | P0C6X7 | inhibition, % at 6 µM; in the data active = inhibition above about 12%
Vc quorum ag – induces V. cholerae light production without autoinducers | V. cholerae BH1578 lux reporter, luminescence, 6 h | 350,000 compounds, 0.16% hits | activation, % at 18.7 µM; in the data active = activation mostly above about 9.7%, no sharp cut-off; also: not every result past the cut was called active; inactives centre near 0; reference of the scale not given here
MazEF act – increases E. coli MazEF RNase cleavage of RNA. P0AE70. FAM/BHQ RNA-DNA oligo cleavage fluorescence, 5 h. activation, % at 20 µM. 350,000 compounds, 0.32% hits. AID 504720; in the data active = activation above about 50%
Target sequence (P0AE70 whole entry, looked up): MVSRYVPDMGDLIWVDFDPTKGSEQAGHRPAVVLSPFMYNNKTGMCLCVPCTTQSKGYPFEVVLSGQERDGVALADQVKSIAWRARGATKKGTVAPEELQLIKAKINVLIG
Starred values were filed as active, the others as inactive; i = inactive; x = no result given; + = active, no number; & = joins results of further samples. Some of the compounds tested; rates above refer to the full screens.

SMILES	VHR inh abs	SSB-PriA inh	Rv3671c inh	Y pestis TopoI	TcdB inh	CCHFV vOTU inh	PrPC surface inh	SARS 3CLpro inh	Vc quorum ag	MazEF act
CCn1cc(C=C2C(=O)c3ccccc3C2=O)c2ccccc21	-11	0	x	9	x	-3	-1	0	i	+
CC(C)C(=O)OCC(=O)Nc1ccc2c(c1)CCC2	10	-11	1	7	x	13	7	2	-0.3	2
Cc1cccc(OCC(=O)Nc2cccc(O)c2)c1	-13	5	-7	-3	x	-2	1	0	i	8
COc1ccccc1N1CCN(C2CC(=O)N(c3ccc(F)cc3)C2=O)CC1 (stereo unspecified)	-2	-13	13	-11	-0.2	-12	-1	-3	1.0	16
C#CCOCCOCCOCCNc1nc(N2CCN(C(=O)Cn3cc(CCCCN)nn3)CC2)nc(N2CCN(C(=O)[C@H]([C@@H](C)CC)n3cc(CCCN=C(N)N)nn3)CC2)n1	x	-5	0	-3	-0.2	-2	-6	x	i	8
CCC1(c2ccccc2)NC(=O)N(CC(=O)Nc2ccc3c(c2)OCO3)C1=O (stereo unspecified)	38	4	-2	5	1.6	x	x	6	-0.2	-5
O=C1C(C=Nc2ccccc2)=C(O)c2ccccc21	7	-7	-9	0	x	27	-1	1	-7.9	12
CN1CCN(c2ccccc2NC(=O)c2ccc(-c3ccc(Br)cc3)o2)CC1	30	2	1	16	x	x	x	0	-12	-13
CC(CC(=O)NCc1ccccc1)C1CCCO1 (stereo unspecified)	-11	-12	4	2	x	-6	-3	-2	i	5
CSCCC(NC(=O)c1ccccc1Cl)C(=O)N1CC(C)OC(C)C1 (stereo unspecified)	x	-3	9	-8	0.5	3	0	x	i	7
CC(=O)Nc1ccc(S(=O)(=O)Nc2ccc(NC(=O)c3ccco3)cc2)cc1	10	-2	-7	0	x	-8	-2	-1	i	1
O=C(c1ccc(F)cc1)N1CCC(C(=O)N2CCN(c3ncccn3)CC2)CC1	x	-17	-2	3	-1.0	-20	4	x	-3.2	16
CC(=O)c1cccc(NC(=O)c2ccc(-n3cncn3)c3ccoc23)c1	x	x	x	3	-0.3	22	7	x	-0.7	x
Nc1nc(-c2ccc3c(c2)OCCO3)c(CC(=O)O)s1	22	-13	x	1	0.9	-6	-4	7	-0.3	-24
COc1ccccc1NC(=O)COc1ccc(-c2nn(C)c(=O)c3ccccc23)cc1	-20	-10	-4	18	3.0	7	-1	-1	i	8
COc1cc(OC)nc(Oc2cccc(C(F)(F)F)c2)n1	-3	-7	-8	6	1.1	7	2	0	0.6	5
Cc1ccc(NC(=O)CN2C(=O)C3CC=C(Cl)CC3C2=O)cc1 (stereo unspecified)	16	0	4	-1	1.5	2	-2	-3	i	13
Cn1ncc(Cl)c1C(=O)N/N=C/c1cccc(OC2CSC2)c1	6	x	-1	-6	23*	-4	1	3	-0.3	3
CCOC(=O)C1=C(N)OC2=C(C(=O)CCC2)C1c1ccccc1OCC (stereo unspecified)	21	4	-8	4	x	7	0	-6	x	3
Fc1ccc(NCc2nnc(SCc3nnc(-c4ccccc4)o3)n2Cc2ccccc2)cc1	8	9	0	-9	x	9	8	1	0.4	0
Cc1cc(C)c(S(=O)(=O)c2ccccc2)c(OC(=O)c2cc(F)c(F)cc2Cl)n1	24	-11	-1	18	x	6	0	-2	-0.8	-2
COCc1[nH]nc2c1C(c1cccc(OC)c1)C(C#N)=C(N)O2 (stereo unspecified)	-2	2	-8	-2	x	-4	2	-4	-0.4	-15
CCOC(=O)C1=C(C)NC(=S)NC1C (stereo unspecified)	10	-8	6	-1	0.2	-10	8	0	i	-1
CN(C)c1nc(C(F)(F)F)cc(=O)[nH]1	21	-13	-6	2	1.0	3	0	-3	-0.2	10
Cc1ccc(C2(CC(=O)O)CCOC(C)(C)C2)cc1 (stereo unspecified)	22	-14	-3	0	0.8	-9	0	2	1.3	3
C=CC[C@@H](Cc1ccc(F)cc1)C(=O)OC[C@@H]1CCCN1C(=O)[C@H](CC=C)CC(=O)N[C@H](CO)Cc1ccccc1	x	12	-9	9	-9.5	26	10	x	-0.5	9
COc1ccc(S(=O)(=O)N[C@H](C(=O)N2CC[C@@]3(O)CCCC[C@H]3C2)c2ccccc2)cc1	18	-14	-4	10	x	5	-2	2	i	0
COc1ccc(-c2c(C)nn3c(N4CCN(Cc5ccccc5)CC4)cc(C)nc23)cc1OC	25	-2	-6	17	0.5	-4	-9	1	-0.3	13
CC(C)=CCOc1ccc([C@@H]2COc3c(ccc4c3C=CC(C)(C)O4)C2)c(O)c1	x	-7	-26	-7	0.6	19	3	x	-0.3	-6
COc1ccc(S(=O)(=O)N(CC(=O)Nc2ccc(S(=O)(=O)N3CCOCC3)cc2)c2ccccc2)cc1	22	3	-28	32	x	1	5	2	0.3	3
CCCC[C@@H]1CCCO[C@@](C(=O)NCc2cc(C)n(C)n2)(C(F)(F)F)C1	x	-13	-4	26	1.7	7	2	x	-0.5	13
CC(C)C[C@H](NC(=O)c1cc2cc(Cl)ccc2n1C)C(=O)N1CCC[C@H]1C(=O)O	9	-2	-13	-2	1.2	7	9	6	-0.6	-8
O=C(c1ccccc1)c1nc2ccccc2n(CCCn2c(=O)c(C(=O)c3ccccc3)nc3ccccc32)c1=O	34	-8	-17	9	x	-7	-2	-5	i	-1
Cn1c(SCC(=O)NC2CC2)nnc1-c1ccccc1	10	-12	-7	-4	1.7	-2	6	-1	-3.6	3
COc1ccccc1N1CC(C)(C)C(=O)N(C(=O)c2ccc(C)cc2)C1=S	28	-4	-1	28	-0.1	-6	2	1	-7.1	-1
C=CCn1c(C)nnc1SCC(=O)c1[nH]c(C)c(C(C)=O)c1C	17	2	-7	-5	3.6	17	-2	-1	i	3
Cc1cccc(NC(=O)/C(C#N)=C\c2ccc(C(=O)O)cc2)c1	-10	-9	-3	2	-1.6	13	0	0	-3.6	-8
CN(C(=O)COC(=O)/C=C/c1ccc2c(c1)OCO2)c1c(N)n(Cc2ccccc2)c(=O)[nH]c1=O	x	-3	-4	-6	0.7	2	4	x	-5.6	-8
C[C@H](CO)N1C[C@H](C)[C@@H](CN(C)C(=O)Nc2ccc3c(c2)OCO3)Oc2c(NS(=O)(=O)c3ccc(F)cc3)cccc2C1=O	x	6	3	5	0.3&0.4	0	0	x	-0.8	6
Cc1ccc(-c2nnn(Cc3nc(N)nc(N4CCOCC4)n3)n2)cc1	3	-9	-9	-1	x	-9	-1	-2	12	7
Cc1cccc(C(=O)NCc2ccco2)c1	10	-1	0	6	1.7	-12	-1	-2	-0.3	11
CC(C)(C)c1ccc(SCCc2cccnc2)cc1	-13	-27	4	1	0.2	5	6	5	-0.6	3
Cc1ccc2cc(CCNS(=O)(=O)c3ccc(F)cc3)c(=O)[nH]c2c1C	12	-11	-3	2	0.4	6	3	3	-0.3	-10
CCN(CC)c1ccc(NC(=O)COC(=O)CCC(=O)c2cccs2)cc1	x	32	12	16	-3.3	18	4	x	-2.0	-1
Nc1c(C(=O)N/N=C/c2cccnc2)oc2nc(-c3ccccc3)cc(-c3ccco3)c12	-8	i	-5	21	0.8	10	0	0	0.4	-2
COc1ccc(-c2n(Cc3ccccc3)c3ccccc3[n+]2Cc2ccccc2)cc1	-10	8	-3	31	0.6	17	9	-3	i	-5
O=C(NC(Cc1ccc2c(c1)OCO2)C(=O)NC(Cc1ccccc1)C(=O)O)c1ccccc1 (stereo unspecified)	17	-9	2	6	x	3	-4	1	-0.3	3
Cc1nn(Cc2ccccc2)c(C)c1C(=O)Nc1ccc(N2CCOCC2)cc1	28	-7	-1	-4	x	-12	4	-5	-4.0	6
COc1cc2ccccc2cc1C(=O)N(CCN(C)C)c1nc2ccc(C)cc2s1	11	36	3	14	1.4	2	-6	2	-1.0	9
CC1(C(=O)NS(=O)(=O)c2cccc(F)c2)CCN1C(=O)C1CCCCC1 (stereo unspecified)	x	x	x	4	0.3	34*	-6	x	0.4	x

Going on with the list.
SMILES	VHR inh abs	SSB-PriA inh	Rv3671c inh	Y pestis TopoI	TcdB inh	CCHFV vOTU inh	PrPC surface inh	SARS 3CLpro inh	Vc quorum ag	MazEF act
Cc1ccccc1OCCNC(=O)c1ccco1	26	-3	-5	-3	2.3	5	-3	-3	-0.2	6
CC(OC(=O)/C=C/c1cccc(Cl)c1)C(=O)NC1CCCCC1C (stereo unspecified)	x	-3	-9	5	0.3	-18	3	x	i	-6
CNc1snc(C)c1C(=O)OCC(=O)Nc1ccc(C)cc1F	x	-11	x	3	2.1	-7	14	x	-1.5	2
COc1cccc(C(=O)NCCN2C(=O)S/C(=C/c3cccs3)C2=O)c1OC	26	-5	-12	22	-0.8	-8	-4	4	i	3
Cc1c(C(=O)O)cccc1-n1c(C)cc(/C=N/Nc2ccc([N+](=O)[O-])cn2)c1C	8	i	7	-5	0.4	10	-18	4	-2.2	-5
COc1ccc(N2CCN(CCCNC(=O)C3(S(=O)(=O)c4ccc(Cl)cc4)CC3)CC2)cc1	10	34	3	0	x	x	x	1	1.0	6
Cc1cc(C)c2oc(C(=O)Nc3ccc(S(=O)(=O)Nc4nccs4)cc3)cc(=O)c2c1	4	0	-26	6	0.8	5	-8	2	-0.2	1
O/N=C1\CCCc2nnc3c(c21)CCCC3	4	x	-2	2	x	-9	-4	3	-0.3	-2
Cc1ccccc1NC(=O)C[n+]1cc(-c2ccccc2)n2c1CCC2	-4	2	5	7	-0.6	-7	-5	3	-0.3	7
CCN1C(=O)[C@H]2[C@@H](c3ccc(C)cc3)N3C(=O)N(c4cccc(Br)c4)C(=O)[C@@]3(CC)[C@H]2C1=O	x	-24	-6	0	-1.0	0	7	x	i	2

Rewritten with values under each structure: part of the list above
Every second line gives: VHR inh abs, SSB-PriA inh, Rv3671c inh, Y pestis TopoI, TcdB inh, CCHFV vOTU inh, PrPC surface inh, SARS 3CLpro inh, Vc quorum ag, MazEF act
CCN1C(=O)[C@H]2[C@@H](c3ccc(C)cc3)N3C(=O)N(c4cccc(Br)c4)C(=O)[C@@]3(CC)[C@H]2C1=O
 : x, -24, -6, 0, -1.0, 0, 7, x, i, 2
COc1ccccc1NC(=O)COc1ccc(-c2nn(C)c(=O)c3ccccc23)cc1
 : -20, -10, -4, 18, 3.0, 7, -1, -1, i, 8
Cc1ccc(-c2nnn(Cc3nc(N)nc(N4CCOCC4)n3)n2)cc1
 : 3, -9, -9, -1, x, -9, -1, -2, 12, 7

Carrying on:
SMILES	VHR inh abs	SSB-PriA inh	Rv3671c inh	Y pestis TopoI	TcdB inh	CCHFV vOTU inh	PrPC surface inh	SARS 3CLpro inh	Vc quorum ag	MazEF act
CC(NC(=O)COc1cccnc1[N+](=O)[O-])c1ccc(Cl)cc1Cl (stereo unspecified)	x	10	-8	1	-0.7	8	-2	3	i	6
COC(=O)C(Cc1c[nH]c2ccccc12)NC(=O)CNC(C)=O (stereo unspecified)	-6	2	1	3	x	11	-6	5	8.3	3
O=c1cc(CSc2nnnn2-c2ccccc2)nc2scc(-c3ccccc3)n12	-1	7	2	-8	x	2	5	0	i	3
Cc1ccc(-c2nc3c(=O)n(-c4ccccc4)c4c(c(=O)n(C)c(=O)n4C)c3o2)cc1	14	-12	6	1	0.1	2	5	-2	i	1
Cc1cc(C)nc(SC(C(=O)O)c2ccccc2)n1 (stereo unspecified)	4	13	-3	-6	3.2	6	-5	6	i	-11
COc1ccc(N2CCN(C(=O)CCS(=O)(=O)c3ccc(C)cc3)CC2)cc1	37	-2	0	9	-0.1	-1	1	-4	-5.0	4
CCn1c(=O)c(C(=O)NNC(=O)Cc2ccccc2)c(O)c2ccccc21	34	4	4	-6	0.7	5	3	-2	i	13
CC[C@H](C)[C@@H](CN[C@H](CCCCNC)CNC)NCC1CCCC1	-3	7	-1	-14	1.3	5	0	3	i	10
Cn1cccc1C(=O)NC(=O)COC(=O)c1cc(Cl)ccc1[N+](=O)[O-]	10	-6	1	-6	0.6	-5	-5	-3	0.4	11

Some values from above.
For TcdB inh, CC[C@H](C)[C@@H](CN[C@H](CCCCNC)CNC)NCC1CCCC1 has the entry 1.3
For TcdB inh, COc1ccc(N2CCN(C(=O)CCS(=O)(=O)c3ccc(C)cc3)CC2)cc1 has the entry -0.1
